Screens: PubChem, several laboratories
Autophagy mod = autophagy modulation, high-content screen. MEF GFP-LC3 puncta imaging; test concentration mostly 10 µM. calls only at 10 µM (by protocol). 0.98% of 190,000 active. AID 463193;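 active = percentage of spot-positive cells more than 3 SD above its plate mean, without a fluorescence outlier flag or 80% toxicity; inconclusive = no clear call, values can overlap the other calls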;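 also: spot-positive cell cutoff set from DMSO-treated cells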
PhoP inhibition = PhoP-dependent GFP reporter repression – Salmonella Typhimurium, primary screen (AID 1863); inhibition, % at 50 µM; hits with a dose series show IC50 in µM; 0.16% of 300,000 active; S. Typhimurium PhoP-regulated promoter GFP reporter, 4 h; higher % means a stronger effect;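 active = inhibition over 29.93%, a cutoff 3 SD above the screen mean, later confirmed by dose response; inconclusive = inhibition over 29.93% but no dose response follow-up; inactive = inhibition at most 29.93% or unconfirmed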;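 also: 0% = low Mg2+ inducing control and 100% = high Mg2+ repressing control; strong numbers were not always called active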
Dynein cargo inh = blocks dynein driven cargo transport along microtubules | 0.47% of 220,000 active | z-score, hits read low | 3617.4 mouse cells, GR-EGFP nuclear translocation imaging; test concentration mostly 20 µM; stimulated with dexamethasone, 1 µM; stronger effect = lower value | AID 1381;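 active = plate z-score of nuclear minus cytoplasmic receptor signal below a set negative limit, without overly bright fluorescence or cell loss, cut at about -3.5 in these data, passing the limit was not always enough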;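 also: z-score of nuclear minus cytoplasmic ring GR-EGFP intensity difference per well; some compounds called inactive have numbers as strong as hits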
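Buffer or medium – tet-free medium with charcoal-stripped serum · Signal – automated 10x imaging of fixed Hoechst-stained cells · Also added – dexamethasone agonist, 1.0 µM final, for 30 min · Incubation – induction 48 h, compound 1 h, agonist 30 min · Read-out – GR-EGFP nuclear translocation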
MT stabilizer = microtubule stabilization, imaging screen. HeLa tubulin immunostaining HCS, 24 h; share of cells brighter than vehicle mean+2SD. % tubulin-high responders, % at 10 µM. 0.83% of 200,000 active;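 active = plate Z-score above 3 for both tubulin-high and condensed-nucleus cell shares, with cell loss under 80%, at 10 µM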;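 also: anti alpha tubulin signal scored within the nucleus-defined area of each cell; some results filed as inactive read as strong as hits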
ER stress rescue = rescue of cells from ER stress-induced death, primary screen, 384-well, CSM14.1, thapsigargin, ATP luminescence (AID 1222). CSM14.1 thapsigargin-induced death rescue, ATP luminescence; higher % means a stronger effect. cellular ATP content (survival), % at 20 µM, or EC50 in µM where a hit was titrated. 190,000 tested, under 10 active;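 active = EC50 below 50 µM in the dose-response confirmation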;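 also: death triggered by thapsigargin at about 15 µM added after 2 h compound pretreatment; cell ATP read after overnight thapsigargin exposure of roughly 18 to 22 hours; normalized against plate controls of thapsigargin alone and 5% DMSO vehicle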
bCat nuc transl = beta-catenin nuclear translocation modulation; nuclear translocation activity, % at 5 µM; AID 1665; HeLa beta-catenin nuclear translocation, immunofluorescence imaging; 0.3% of 190,000 active;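 active = nuclear translocation activity above 50% at 5 µM, with a well cell count of 50 or more; inconclusive = wells under 50 cells across six images, flagged as toxic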;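 also: per-cell ratio of nuclear to cytoplasmic median beta-catenin stain intensity; plate controls were DMSO negative control for no effect and GSK-3 inhibitor IX positive control for full effect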
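Test system: human HeLa cells, endogenous beta-catenin. Times: 24 h compound exposure, 37°C. Measured by: beta-catenin immunofluorescence imaging with DAPI.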
T cell modulator = T cell immune modulation candidate. 2C CD8+ T cell-vesicle binding, flow cytometry; stronger effect = lower value. calls only at 7 µM. 0.068% of 330,000 active. AID 2052;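 active = response, share of CD8 T cells binding vesicles, and their 90th percentile fluorescence all below set limits, cut at about 80% in these data, passing the limit was not always enough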
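material = purified 2C TCR transgenic mouse naive CD8+ T cells | controls = Unloaded micro-vesicles (low), QL9 vesicles with 0.7% DMSO (high) | detection = cytometric PE anti-B7-1 and Alexa647 anti-CD8 signals after 1% paraformaldehyde fixation | incubation = binding step 1.5 h, 37 °C, antibody labelling 20 min, ice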
Insulin prom up = MIN6 insulin promoter up-regulation; MIN6 insulin promoter-GFP reporter, high-content imaging; stronger effect = higher value; z-score at 5 µM; 0.3% of 190,000 active;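 active = z-score above 3 at 5 µM with at least 500 cells counted in the well; inconclusive = wells under 500 cells, flagged as cytotoxic or low count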
Lipid droplet = modulators of hepatic lipid droplet formation; inhibition, % at 6.5 µM; 0.4% of 240,000 active; AML12 mouse hepatocytes, oleate lipid droplets, BODIPY imaging;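 active = lipid droplet intensity inhibited by at least 50%, with more than 500 cells counted; inconclusive = wells with under 300 cells, treated as cytotoxic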
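Material – AML12 mouse liver cells · Also added – oleate loading, 100 µM · Compound dosing – 6.5 µM single-point dosing · Times – overnight treatment with compound plus oleate · Measured by – fluorescence imaging, 20x objective, two fields per well · Read-out – percent inhibition of filter-corrected integrated lipid droplet intensity per well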
Dynein cargo inh cytoplasmic EGFP = second read-out of Dynein cargo inh, no call of its own (marks repeat the call); z-score; measured here: cytoplasmic GR-EGFP intensity; stronger effect = higher value
Dynein cargo inh nuclear GR-EGFP = further read-out of Dynein cargo inh, marked with its call; z-score; measured here: nuclear GR-EGFP intensity;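 lower value marks the stronger effect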
Dynein cargo inh cell count = also measured in Dynein cargo inh; calls as there; z-score; measured here: cell count per field
Insulin prom up cell count = further read-out of Insulin prom up, marked with its call; cell count; measured here: cytotoxicity, nuclei count;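 total cells summed across four imaged fields per well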
Lipid droplet cells 6.5 µM = also measured in Lipid droplet; calls as there; cell count; measured here: cell count, cytotoxicity flag;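 cells counted across two imaged fields per well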
bCat nuc transl cell count 5 µM = also measured in bCat nuc transl; calls as there; cell count; measured here: cell count, cytotoxicity flag
T cell modulator vesicle-bound % = recorded beside T cell modulator, whose call it bears; double positive events, %; measured here: CD8+ vesicle-bound cell fraction;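 binding gate set so that unloaded-vesicle control wells show 10% double positive cells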
MT stabilizer Hoechst-high % = further read-out of MT stabilizer, marked with its call; % Hoechst-high responders; measured here: nuclear condensation Hoechst responders;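 share of cells brighter than vehicle mean plus two SD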
MT stabilizer cytotoxicity % = second read-out of MT stabilizer, no call of its own (marks repeat the call); toxicity, %; measured here: cytotoxicity by cell density;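 0% = mean cell density of plate MIN control wells and 100% = no cells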
Autophagy mod cell loss 18 h = recorded beside Autophagy mod, whose call it bears; toxicity, %; measured here: cell loss, nuclei count;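 cell loss after 18 h compound exposure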
* hit, by the source's call; i = inactive; ? = inconclusive; · = not tested or not shown. The order is random. Share with any hit: about 3%.

SMILES	Autophagy mod	Autophagy mod cell loss 18 h	PhoP inhibition	Dynein cargo inh	Dynein cargo inh cytoplasmic EGFP	Dynein cargo inh nuclear GR-EGFP	Dynein cargo inh cell count	MT stabilizer	MT stabilizer Hoechst-high %	MT stabilizer cytotoxicity %	ER stress rescue	bCat nuc transl	bCat nuc transl cell count 5 µM	T cell modulator	T cell modulator vesicle-bound %	Insulin prom up	Insulin prom up cell count	Lipid droplet	Lipid droplet cells 6.5 µM
COc1cccc2[nH]c3c(N4CCC5(CC4)OCCO5)ncnc3c12	·	·	2%	0.28	-0.061	0.58	-0.22	·	·	·	·	1.3	1314	i	58	0.03	1059	8	651
CCCCN(C(=O)/C=C/c1ccco1)c1c(N)n(Cc2ccccc2)c(=O)[nH]c1=O	i	8	-6%	-0.089	-0.3	-0.025	0.52	1.3	2.4	0.0	-0.5%	0.2	1091	i	25	·	·	-7	724
Cc1cc(C)n(C2=NS(=O)(=O)c3ccccc32)n1	i	8	-5%	-0.45	-0.24	0.022	-0.11	3.2	1.8	6.4	·	-1.2	1058	i	46	-0.34	1186	16	651
Oc1c(C(c2ccccc2Cl)N2CCCC2)ccc2cccnc12 (stereo unspecified)	i	14	?	0.41	0.43	0.84	-1.5	7.7	4.6	10	6.3%	-3.6	919	i	8	-3.3	833	-56	640
OCCC1CN(Cc2c(F)cccc2Cl)CCN1C1CCCCC1 (stereo unspecified)	i	-3	0%	-0.031	-0.36	0.067	0.88	1.4	1.6	7.9	-0.5%	0.6	1558	i	58	-0.39	1424	1	657
COc1ccc(N2CCN(Cc3nc(-c4ccccc4)no3)CC2)cc1	i	21	4%	0.26	-0.081	0.3	-1.5	3.4	2.3	8.3	0.0%	0.6	1567	i	26	-1.5	1777	11	690
CCOc1ccccc1C1C(C(N)=O)=C(C)Nc2nc(CCCO)nn21 (stereo unspecified)	i	-2	0%	0.018	-0.21	0.15	-0.2	7.6	2.7	3.7	-1.6%	-0.7	1125	i	58	0.4	893	·	·
Cc1ccc(C(=O)CSc2nnc(-c3ccco3)n2Cc2ccccc2)cc1	i	0	-5%	-0.093	-0.17	-0.097	-0.91	2.9	2.5	5.5	-3.5%	-2.7	1244	i	32	0.36	1209	-20	739
C/C(=N\NC(=O)c1ccccn1)c1ccc(C(=O)O)s1	i	-10	5%	-0.41	-0.28	-0.12	0.028	3.4	1.3	3.8	-0.3%	-0.3	1487	i	49	0.37	1500	2	779
COc1ccc(S(=O)(=O)N(C)c2ccc(C(=O)N3CCCC3)cc2)cc1	i	-10	-1%	-0.92	-0.18	-0.75	0.87	1.1	1.3	4.6	4.5%	0.8	897	i	54	·	·	-6	662
S=C(Nc1cccc(Br)c1)N1CCn2cccc2C1c1cccnc1 (stereo unspecified)	i	20	9%	-0.48	-0.2	-0.5	0.86	1.9	1.7	4.3	-1.3%	·	·	i	31	-0.5	1081	4	707
CCOC(=O)N1CCN(C(=O)c2ccc(CSc3ccc(Cl)cc3)cc2)CC1	i	-28	-3%	0.52	-0.055	0.49	-0.16	2.1	1.8	10.0	-2.5%	1.4	896	·	·	0.28	1570	-1	672
O=c1oc2cc(OCc3ccc(F)cc3F)ccc2cc1-c1ccccn1	i	-35	-2%	-0.34	-0.19	-0.29	-0.36	2.7	3.1	3.7	-0.2%	-1.2	1074	i	54	0.46	1734	0	665
CCOC(=O)c1c(-c2ccccc2)csc1NC(=O)CSc1nnnn1C	i	-18	-4%	-0.51	-0.21	-0.096	0.49	4.5	1.6	2.4	4.3%	-6.9	907	i	49	-1.4	1046	·	·
CCOC(=O)c1cnc2nc(COc3ccccc3)[nH]n2c1=O	i	34	-2%	0.31	-0.25	-0.043	0.93	3.9	1.9	4.9	·	·	·	i	36	-0.26	1295	-18	742
CC(=O)Nc1cccc(/C(C)=N/NC(=O)c2c(-c3ccccc3Cl)noc2C)c1	i	-8	6%	0.36	-0.24	0.033	-0.87	4.0	2.5	9.3	-1.0%	3.3	530	i	20	-0.32	971	0	678
O=C1c2ccccc2C(=O)N1CCC(=O)N1CCCc2ccccc21	i	8	-3%	1.8	-0.27	0.98	-1	5.2	2.5	5.1	-0.8%	-4.1	710	i	26	-0.4	1290	·	·
CCCCNS(=O)(=O)c1ccc2nc(SCC(=O)Nc3ccccc3)[nH]c2c1	i	2	5%	0.98	-0.24	0.71	-1.4	3.0	1.8	0.4	-1.9%	-1.5	972	i	50	-0.01	1309	4	690
CSCCCNC(=S)N1CCN(S(=O)(=O)c2cccc(C(F)(F)F)c2)CC1	i	40	7%	1	-0.27	0.57	-0.24	3.5	1.7	7.9	-2.2%	-0.3	944	i	47	-0.05	1261	-8	566
CCOC(=O)N1CCN(c2c(NCCc3ccc(OC)c(OC)c3)c(=O)c2=O)CC1	i	0	2%	0.27	-0.18	0.39	0.1	7.7	2.8	8.3	0.2%	·	·	i	50	1.2	854	·	·
CCOC(=O)c1c(C)[nH]c(C)c1-c1ccccc1OC	i	-13	4%	0.13	-0.19	0.048	-0.24	1.6	1.6	11	0.2%	·	·	i	2	·	·	·	·
COc1cc(OC)cc(C(=O)NC2CC3CCC(C2)N3Cc2ccco2)c1 (stereo unspecified)	i	10	-7%	0.48	-0.2	0.28	-0.15	5.5	2.2	12	-2.3%	-5.5	1014	·	·	-0.32	1131	·	·
Cc1ccccc1OCCCC(=O)Nc1ccccc1C(F)(F)F	i	1	16%	-0.33	-0.23	0.12	1.4	1.6	2.1	7.8	0.9%	·	·	i	38	·	·	·	·
O=C(N/N=C/c1ccc[nH]1)c1ccc(O)cc1	i	-2	2%	-0.18	-0.32	-0.018	0.51	3.1	2.2	8.5	2.8%	-1.1	1003	i	35	·	·	4	610
O=C(Nc1ccc(C(F)(F)F)cc1Cl)c1ccc(Cn2cc(Br)cn2)o1	i	3	-3%	0.47	-0.14	0.22	-0.48	1.8	1.4	7.7	6.0%	1.7	1123	i	30	0.47	1058	1	771

Grouped by structure, the entries above with a carbonyl joined to an NH by a bond outside any ring (9)
SMILES	Autophagy mod	Autophagy mod cell loss 18 h	PhoP inhibition	Dynein cargo inh	Dynein cargo inh cytoplasmic EGFP	Dynein cargo inh nuclear GR-EGFP	Dynein cargo inh cell count	MT stabilizer	MT stabilizer Hoechst-high %	MT stabilizer cytotoxicity %	ER stress rescue	bCat nuc transl	bCat nuc transl cell count 5 µM	T cell modulator	T cell modulator vesicle-bound %	Insulin prom up	Insulin prom up cell count	Lipid droplet	Lipid droplet cells 6.5 µM
CCOc1ccccc1C1C(C(N)=O)=C(C)Nc2nc(CCCO)nn21 (stereo unspecified)	i	-2	0%	0.018	-0.21	0.15	-0.2	7.6	2.7	3.7	-1.6%	-0.7	1125	i	58	0.4	893	·	·
C/C(=N\NC(=O)c1ccccn1)c1ccc(C(=O)O)s1	i	-10	5%	-0.41	-0.28	-0.12	0.028	3.4	1.3	3.8	-0.3%	-0.3	1487	i	49	0.37	1500	2	779
CCOC(=O)c1c(-c2ccccc2)csc1NC(=O)CSc1nnnn1C	i	-18	-4%	-0.51	-0.21	-0.096	0.49	4.5	1.6	2.4	4.3%	-6.9	907	i	49	-1.4	1046	·	·
CC(=O)Nc1cccc(/C(C)=N/NC(=O)c2c(-c3ccccc3Cl)noc2C)c1	i	-8	6%	0.36	-0.24	0.033	-0.87	4.0	2.5	9.3	-1.0%	3.3	530	i	20	-0.32	971	0	678
CCCCNS(=O)(=O)c1ccc2nc(SCC(=O)Nc3ccccc3)[nH]c2c1	i	2	5%	0.98	-0.24	0.71	-1.4	3.0	1.8	0.4	-1.9%	-1.5	972	i	50	-0.01	1309	4	690
COc1cc(OC)cc(C(=O)NC2CC3CCC(C2)N3Cc2ccco2)c1 (stereo unspecified)	i	10	-7%	0.48	-0.2	0.28	-0.15	5.5	2.2	12	-2.3%	-5.5	1014	·	·	-0.32	1131	·	·
Cc1ccccc1OCCCC(=O)Nc1ccccc1C(F)(F)F	i	1	16%	-0.33	-0.23	0.12	1.4	1.6	2.1	7.8	0.9%	·	·	i	38	·	·	·	·
O=C(N/N=C/c1ccc[nH]1)c1ccc(O)cc1	i	-2	2%	-0.18	-0.32	-0.018	0.51	3.1	2.2	8.5	2.8%	-1.1	1003	i	35	·	·	4	610
O=C(Nc1ccc(C(F)(F)F)cc1Cl)c1ccc(Cn2cc(Br)cn2)o1	i	3	-3%	0.47	-0.14	0.22	-0.48	1.8	1.4	7.7	6.0%	1.7	1123	i	30	0.47	1058	1	771
